# Mm-Cpn inhibitor = M. maripaludis TRiC chaperonin inhibition | purified Mm-Cpn ATPase, ADP Transcreener TR-FRET | Potency, µM (series often up to 76.9 µM), for inactives: at the top dose activity, negative = inhibition, actives largely listed as inhibitors | actives 0.031% (n = 330,000) | AID 504842; also: potency is read from the fitted curve at half-maximal effect; % is scaled to controls: 0 for no effect and ±100 for the full control effect; nearly all actives have a fitted effect of over 80% in size
#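 ATPase turnover read by TR-FRET ADP competition (Eu cryptate antibody/ADP-d2, 665/590 nm): 10uM ATP final, 25nM Mm-CPN final, 30 min 37degC after 10-min compound preincubation, pH 7.4 Tris/KCl/MgCl2/DTT buffer.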
# CCT modulator = changes cytosolic chaperonin activity. purified chaperonin ATPase assay, HTRF ADP detection, 30 min. actives 0.3% (n = 360,000). activity change, % (test concentration not listed), hits read low; in the data active = activity change below about -30%; also: % is scaled to controls: 0 for no effect and ±100 for the full control effect
#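 We incubate TRiC, 40 or 20 nM final, with library compounds at 76 uM and 10 uM ATP for 30 min at 37 °C. ADP formed is detected with Transcreener HTRF reagents after 30 min at room temperature.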
# TGFb SMAD3 inh = TGF-b pathway inhibition | Potency, µM (titrated, usually from 46.1 µM), for the others: top-dose activity, negative = inhibition, hits mostly inhibitors | HepG2 CAGA-GFP TGF-b/SMAD3 reporter, GFP fluorescence, 18 h; TGF-beta stimulated, 500 pg/mL final | AID 588855 | actives 1.2% (n = 410,000); also: potency is read from the fitted curve at half-maximal effect; % is scaled to controls: 0 for no effect and ±100 for the full control effect; nearly all actives have a fitted effect of over 65% in size
#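 Smad-responsive CAGA-GFP expression was quantified in HEPG2 cells exposed to compounds and 500 pg/mL final TGF-beta for 18 h at 37 degrees C; unstimulated wells defined full inhibition.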
# Nrf2 ARE act = activators of Nrf2 (ARE) signaling; actives 0.31% (n = 410,000); AREc32 ARE-luciferase reporter (MCF7-derived line), luminescence, 24 h; AID 624171; Potency, µM (doses to about 46.1 µM), for the others: at the top dose activation, usual class: activators; also: potency is read from the fitted curve at half-maximal effect; % of control where 0% means no effect; nearly all actives have a fitted effect of over 65% in size
#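 AREc32 cells carrying an ARE-driven firefly luciferase, 1000 cells/well in OPTI-MEM with 5% FBS, dosed after overnight attachment and incubated 24 hr at 37 deg C. Steady-Glo luminescence read after 30 min at RT.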
# A549 viability = kills or reduces viability of A549 cells in Nrf2 counter-screen. A549 ARE-Fluc cells, CellTiter-Fluor viability, 18-24 h. Potency, µM (highest dose often 46 µM), for inactives: top-dose activity change, negative = cytotoxicity, usual class: inhibitors. actives 0.16% (n = 390,000). AID 504648; also: potency is read from the fitted curve at half-maximal effect; % is scaled to controls: 0 for no effect and ±100 for the full control effect
#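 Cytotoxicity counterscreen: CellTiter-Fluor fluorescence was measured in A549 ARE_Fluc cells after 18-24 h of compound exposure in a concentration series. The subsequent BugLite luminescent read reports ARE-luciferase activity.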
# Nrf2 block = blocks Nrf2 signaling. A549 ARE-Fluc reporter, luciferase luminescence, 18-24 h. Potency, µM (titrated, usually from 46 µM), inactives show at the top dose activity change, negative = inhibition, actives largely listed as inhibitors. actives 2.1% (n = 360,000). AID 504444; also: potency is read from the fitted curve at half-maximal effect; % is scaled to controls: 0 for no effect and ±100 for the full control effect; nearly all actives have a fitted effect of over 60% in size
#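 Concentration-response testing used A549 ARE_Fluc cells at 5000 cells/well. Following an 18-24 h compound incubation, viability was read by fluorescence (Ex 405/Em 525) and luciferase output by luminescence.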
# HepG2 viability = counter-screen for TGF-b inhibitors: cytotoxicity in HepG2 cells; HepG2 CAGA-GFP viability, ATP luminescence, 18 h; Potency, µM (doses to about 46.1 µM), inactives show at the highest dose activity change, negative = cytotoxicity, actives largely listed as cytotoxic; actives 0.76% (n = 410,000); also: potency is read from the fitted curve at half-maximal effect; some results filed as inactive show a strong effect at the top dose
#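 HepG2 CAGA-GFP cells (1000/well, DMEM with 1% FBS) received compound, then TGF-beta at 500 pg/mL final, and were incubated 18 hours at 37 degrees C. Viability was read by CellTiter-Glo luminescence. Media-only wells were set as complete cell-killing and DMSO as no toxicity.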
# Akt phos inh = inhibitors of Akt phosphorylation. activity change, % for hits at 50 µM. actives 0.32% (n = 360,000). Neuro2A IGF-stimulated pAkt S473 HTRF, 20 min; active compounds read low; in the data active = activity change below about -80%; inconclusive = mostly about -51% to -80%; also: % is scaled to controls: 0 for no effect and ±100 for the full control effect
#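 Neuro2A cells (4,500/well, DMEM with 0.5% FBS) were treated with compound at a single 50 µM final concentration, stimulated with 6 nM IGF for 20 min at 37 °C, and lysed. Phospho-Akt Ser473 was read by HTRF as 665/615 ratio ×10^4.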
# ATXN viability = cell viability loss in ATXN counter-screen; Potency, µM (titrated, usually from 56.7 µM), actives largely listed as cytotoxic; AID 651635; S2 cells (HEK-293 line with an ATXN2-luciferase reporter) viability, CellTiter-Fluor protease fluorescence, 24 h; actives 0.49% (n = 400,000); also: potency is read from the fitted curve at half-maximal effect; nearly all actives have a fitted effect of over 40% in size
# * marks the source's active call; other numbers are inactive results; i = inactive; ? = inconclusive; . = not tested or not shown; [ ] = remark or other dose. Unless noted, calls follow the shape of the dose curve; as a rule, active = well fitted curve in the direction sought with a large enough effect; inconclusive = small, poorly fitted or top-dose-only effect, or another doubt; inactive = no such curve, though single readings can be large; an effect the other way counts as inactive or inconclusive.
SMILES,Mm-Cpn inhibitor,CCT modulator,TGFb SMAD3 inh,Nrf2 ARE act,A549 viability,Nrf2 block,HepG2 viability,Akt phos inh,ATXN viability
CC(Nc1n[nH]c(=S)[nH]c1=O)C(=O)OCc1ccccc1 (centres undefined),-2%,-1.5,10%,0.0%,?,14%,-13%,i,i
CC(C)NC(=S)NC(c1ccccc1)(c1ccccc1)c1ccccc1,0%,-1.0,?,-0.2%,0%,?,-26%,i,i
O=C(O)Cc1cccc2ccccc12,1%,-1.0,14%,0.6%,0%,-8%,0%,i,i
Cn1ccc(C(=O)NC(=S)Nc2ccc([N+](=O)[O-])cc2O)n1,0%,0.5,1%,-0.4%,-11%,?,-2%,i,?
COc1ccc(-c2nnn(CC(=O)N(CCO)C(C(=O)NC3CCCC3)c3ccc(F)cc3)n2)cc1 (centres undefined),1%,-3.8,8%,-0.4%,-9%,-6%,-13%,i,?
CCOC1=C2[C@H](c3ccc(Cl)cc3)N(S(=O)(=O)c3ccc(C)cc3)C[C@H]2n2c(=O)n(-c3ccccc3)c(=O)n2C1,.,-0.5,-5%,0.2%,.,.,5%,i,i
CCc1ccc(NC(=O)Nc2ccc3c(c2)CCC3)cc1,-2%,-2.3,1%,-0.6%,5%,?,-59%,i,i
COC(=O)c1ccc(CSc2ncn[nH]2)o1,-10%,-0.6,?,-0.9%,-3%,-2%,-12%,i,i
CC(C)N=C1NN=C(c2ccc(Cl)c(Cl)c2)CS1,2%,-1.5,?,24%,2%,?,-21%,i,i
Fc1cccc(-c2cc3nc4c(c(N5CCC6(CC5)OCCO6)n3n2)CCCC4)c1,-1%,-0.3,-4%,16%,-4%,14%,4%,i,i

# As a short view, part of the list above.
SMILES,Mm-Cpn inhibitor,CCT modulator,TGFb SMAD3 inh,Nrf2 ARE act,A549 viability,Nrf2 block,HepG2 viability,Akt phos inh,ATXN viability
CC(Nc1n[nH]c(=S)[nH]c1=O)C(=O)OCc1ccccc1 (centres undefined),-2%,-1.5,10%,0.0%,?,14%,-13%,i,i
CC(C)NC(=S)NC(c1ccccc1)(c1ccccc1)c1ccccc1,0%,-1.0,?,-0.2%,0%,?,-26%,i,i
O=C(O)Cc1cccc2ccccc12,1%,-1.0,14%,0.6%,0%,-8%,0%,i,i
Cn1ccc(C(=O)NC(=S)Nc2ccc([N+](=O)[O-])cc2O)n1,0%,0.5,1%,-0.4%,-11%,?,-2%,i,?
COc1ccc(-c2nnn(CC(=O)N(CCO)C(C(=O)NC3CCCC3)c3ccc(F)cc3)n2)cc1 (centres undefined),1%,-3.8,8%,-0.4%,-9%,-6%,-13%,i,?

# The results go on:
SMILES,Mm-Cpn inhibitor,CCT modulator,TGFb SMAD3 inh,Nrf2 ARE act,A549 viability,Nrf2 block,HepG2 viability,Akt phos inh,ATXN viability
O=C(Nc1ccc2sc3ccccc3c(=O)c2c1)c1ccccc1Cl,-2%,0.6,7%,?,?,?,-23%,i,i
Cc1ccc2nc(NC(=O)c3ccccc3F)sc2c1,0%,-0.1,-2%,?,-4%,?,-2%,i,i
Cc1ccc(CNC(=O)Cn2c(=O)ccc3cc(S(=O)(=O)N4CCCC4)ccc32)cc1,.,.,1%,0.1%,11%,.,-14%,.,i
CC(=O)Nc1cccc(NC(=O)c2ccc3c(c2)CCN3S(C)(=O)=O)c1,0%,-1.5,2%,-0.4%,0%,3%,-10%,i,i
O=C(CSc1nc(=O)n2ccccc2n1)OCc1ccccc1,2%,-2.4,-2%,1.1%,-1%,3%,9%,i,?
CN(C)S(=O)(=O)c1ccc(Nc2nc(C3CC3)nc3c2nnn3Cc2ccccc2Cl)cc1,0%,-2.6,?,5.5%,-24%,5.8µM*,4%,i,?
CCOC(=O)C1(Cc2cccc(OC)c2)CCCN(Cc2cc(OC)c(O)c(OC)c2)C1 (centres undefined),-3%,-3.9,-3%,2.7%,0%,-10%,-33%,i,i
COC(=O)c1ccc(NC(=O)C(=O)N2CCN(C(=S)Nc3ccccc3OC)CC2)cc1,2%,0.1,?,-0.3%,1%,-2%,11%,i,i
COc1ccc(CNC(=O)C2CCN(c3nc4ccccc4[nH]3)CC2)cc1OC,.,.,3%,-0.4%,3%,.,1%,.,.
CC1CCN(c2c(NCC3CCC(C(=O)NCCc4ccccc4)CC3)c(=O)c2=O)CC1 (centres undefined),0%,2.3,-16%,-0.7%,-4%,1%,-4%,i,i
COc1cc(Cl)c(C)cc1NC(=O)Cn1cc(S(=O)(=O)N2CCC(C)CC2)c2ccccc2c1=O,.,.,-10%,-0.7%,3%,18%,-10%,.,i
CN1C(=S)SC(/[N+]([O-])=C\c2cccs2)C1(C)C (centres undefined),-18%,-3.2,-1%,0.1%,3%,-8%,-18%,i,i
CCn1c(CN2CCN(c3cccc(C)c3C)CC2)n[nH]c1=S,-1%,0.6,-5%,0.5%,-1%,?,15%,i,i
COc1cccc(OC)c1NC(=O)c1ccc(-c2cc(Cl)ccc2Cl)o1,.,1.1,?,12%,.,.,-30%,i,i
Cc1cc(=O)oc2cc(OCC(O)CN3CCN(c4ccccc4)CC3)ccc12 (centres undefined),-1%,-0.9,4%,3.5%,15%,-5%,-3%,i,i
Cc1ccc(C(=O)Nc2c(-c3cccs3)nc3cc(C)ccn23)cc1,-5%,-0.2,-4%,-0.8%,-10%,.,-2%,.,?
COc1cc(C)ccc1OCCSc1nc(-c2cccc(C)c2)nc2cc(=O)[nH]n12,.,.,-10%,-0.4%,?,?,-8%,.,i
Cc1nc2sc(C(=O)Nc3ccccc3)c(N)c2c(C)c1[N+](=O)[O-],-4%,0.7,2%,22%,-8%,3%,18%,i,?
CCC(C)NC(=O)CCc1c(C)nc2c(c(C)nn2-c2ccc(C)cc2)c1C (centres undefined),.,.,.,3.4%,-1%,6%,-6%,.,.
COC1=C/C(=C/c2c(N)n3nc(CC(=O)N4CCCCC4)sc3nc2=O)C=CC1=O,-5%,1.3,140%[activator],0.3%,8%,1%,18%,i,.
CCN1CC2([N+](=O)[O-])CC=C(OC)C([N+](=O)[O-])(C1)C2 (centres undefined),1%,0.0,8%,-0.7%,5%,0%,-15%,i,?
COc1ccc(OC)c(NC(=O)C2(C)CCN2Cc2ccccc2OC(F)F)c1 (centres undefined),.,-0.5,-11%,3.8%,.,.,-28%,i,i
COC(=O)C1=C(C)NC(=O)/C1=C/c1ccc(CNS(=O)(=O)c2ccc(C)cc2)o1,3%,-2.1,-22%,2.2%,-11%,-24%,-17%,i,i
COc1cccc(-c2nc(CCl)cs2)c1,-3%,-1.1,-1%,2.3%,2%,4%,-6%,i,i
Cc1cc2c3c(c1)C(C)(c1ccccc1)CC(C)(C)N3C(=O)C21C(C#N)=C(N)OC2=C1C(=O)CC(C)(C)C2 (centres undefined),0%,-1.2,?,-0.4%,-17%,-81%,-109%,i,?
CCn1cc(/C=C(\NC(=O)c2ccc(OC)c(OC)c2)C(=O)NCCN2CCOCC2)c2ccccc21,0%,1.4,-2%,0.3%,0%,-6%,-11%,i,i
CN(C)c1ccc(NC(=O)c2cnsn2)cc1,-3%,-1.2,-9%,0.2%,-9%,-17%,-16%,i,i
O=C(NCc1ccccc1)c1ccc(-c2ccccc2F)o1,-3%,-2.3,-21%,2.1%,-1%,?,-22%,i,i
COc1cccc(C(=O)OCC(=O)Nc2ccccc2N2CCOCC2)c1,-1%,0.1,4%,-0.3%,-9%,13%,-2%,i,i
O=C(NNC(=S)NC(=O)c1ccco1)c1ccc(F)cc1,0%,-1.1,11%,-1.1%,-11%,?,-13%,i,i
O=c1c2sccc2nc(SCc2cc(=O)n3cc(Br)ccc3n2)n1Cc1ccccn1,-3%,-0.8,-10%,0.4%,-9%,4%,-25%,i,.
O=C1NC(Cc2c[nH]c3ccccc23)C(=O)N1c1ccc(F)cc1 (centres undefined),-5%,1.0,-4%,0.3%,2%,28%,3%,i,i
O=C(Nc1ccc(N2CCOCC2)nc1)c1c(F)cccc1F,0%,0.0,?,0.4%,0%,10%,-35%,i,i
Cc1cc(Cl)c(S(=O)(=O)Nc2cc(S(=O)(=O)N3CCOCC3)ccc2F)cc1OCC(N)=O,3%,-2.5,-10%,2.1%,5%,9%,-2%,i,i
Cc1ccc(C(=O)N2CCCC2)c(F)c1F,1%,0.9,-2%,0.4%,3%,.,0%,.,i
O=C(NCCCn1ccnc1)c1cc2c(s1)CCCCC2,0%,-0.9,-18%,0.2%,-2%,.,1%,i,i
COc1nc(C)nc2c1sc(=S)n2C,0%,0.2,-3%,0.3%,-12%,-28%,-3%,i,i
COc1cccc(Nc2ncnc3nc[nH]c23)c1,-3%,-3.7,?,-1.2%,-3%,1%,-17%,i,i
CN(C)c1ccc(CNC(=O)CCCn2ccc3cc(S(=O)(=O)N4CCCC4)ccc32)cc1,.,.,0%,3.0%,-15%,-21%,-27%,.,?
CSc1ccccc1NC(=O)Cn1nc([N+](=O)[O-])cc1C,0%,1.8,14%,0.8%[9.22 µM],5%,4%,-3%,i,i
COc1cc(SC)ccc1C(=O)N(Cc1ccccc1)c1ccccc1,-2%,-1.8,?,3.0%,10%,-19%,0%,i,i
Nc1c(Nc2ccccc2)c2ccccc2oc1=O,-7%,0.6,-5%,2.0%,-10%,?,-7%,i,i
CCc1ccc(NS(=O)(=O)c2cccc3nsnc23)cc1,2%,-3.8,0%,-0.1%,2%,?,-2%,i,i
Cc1cc(NC(=O)COC(=O)C(Nc2ccc(C(F)(F)F)cc2Cl)C(C)C)no1 (centres undefined),-1%,-4.7,?,0.3%,23µM*,23µM*,-55%,i,?

# High-throughput results from PubChem.
